Source: PubChem BioAssay (several laboratories)
TWEAK Fn14 block = inhibitors of TWEAK-Fn14 interaction signaling | TWEAK-stimulated Fn14 reporter cells, luciferase luminescence, 8 h | inhibition, % at 10 µM | 360,000 compounds, 2% hits; in the data active = inhibition above about 50%
LRH-1 inv ag = suppresses constitutive activity of human LRH-1; O00482; HEK293T StAR-luciferase reporter, LRH-1 transfected, 24 h; inhibition, % at 3.6 µM; 360,000 compounds, 0.13% hits; AID 602396;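 active = inhibition above the mean inhibition of all tested compounds plus 3 SD, cut at about 73% in these data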;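 also: 0% = DMSO wells and 100% = reporter-only cells lacking LRH-1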
Target sequence (O00482 whole entry, looked up): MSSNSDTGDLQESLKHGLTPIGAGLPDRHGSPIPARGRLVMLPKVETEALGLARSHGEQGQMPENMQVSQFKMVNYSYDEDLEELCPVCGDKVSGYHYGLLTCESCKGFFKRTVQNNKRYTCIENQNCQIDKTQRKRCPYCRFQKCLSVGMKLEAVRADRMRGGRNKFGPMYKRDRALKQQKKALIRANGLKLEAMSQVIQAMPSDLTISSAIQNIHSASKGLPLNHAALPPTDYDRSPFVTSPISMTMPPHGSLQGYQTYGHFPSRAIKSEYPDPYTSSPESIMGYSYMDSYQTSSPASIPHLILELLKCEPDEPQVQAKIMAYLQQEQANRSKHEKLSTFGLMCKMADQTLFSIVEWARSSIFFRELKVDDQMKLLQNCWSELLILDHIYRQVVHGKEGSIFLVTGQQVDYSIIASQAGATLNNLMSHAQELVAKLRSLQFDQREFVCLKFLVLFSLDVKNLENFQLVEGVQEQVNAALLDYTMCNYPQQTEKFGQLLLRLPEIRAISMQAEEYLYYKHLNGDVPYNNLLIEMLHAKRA
C8 TRAIL sens = caspase-8 TRAIL sensitization. NB7+C8 cells + TRAIL, ATPlite viability luminescence. inhibition (viability loss, TRAIL sensitization), % at 10 µM. 360,000 compounds, 1% hits. AID 624354;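 active = compounds causing at least 50% loss of cell viability in the single-dose screen, relative to plate controls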
LMP1 NFkB inh = inhibitors of Epstein-Barr LMP1-induced NF-kappaB reporter. LMP1-induced NF-kappaB luciferase reporter cells, luminescence. inhibition, % at 12.5 µM. 350,000 compounds, 0.69% hits; in the data active = inhibition above about 41%;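 also: 0% = neutral control wells and 100% = reference inhibitor control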
NCOA3 inh = human NCOA3 inhibition; HEK293 GAL4-SRC3 luciferase reporter, luminescence; inhibition, % at 3.6 µM; AID 588352; Q9Y6Q9; 360,000 compounds, 0.17% hits;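 active = inhibition above a per-campaign cutoff, the mean of all compounds plus 3 SD, cut at about 60% in these data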;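 also: 0% = DMSO-treated cells and 100% = gossypol-treated cells at 36 µM; higher means less SRC3-driven luciferase light from the GAL4 reporter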
NCOA1 inh = inhibits human SRC1 coactivator; Q15788; HEK293 GAL4-SRC1 luciferase reporter, luminescence; inhibition, % at 3.6 µM; 360,000 compounds, 0.12% hits; AID 588354;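 active = inhibition above the campaign mean plus 3 SD, with each screening campaign given its own cutoff, cut at about 60% in these data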;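 also: 0% = DMSO treated cells and 100% = gossypol at 36 µM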
CF NFkB inh = cystic fibrosis NF-kB activation inhibition | KKLEB NF-kB-GFP reporter, PAF-induced, GFP fluorescence overnight | AID 588850 | 360,000 compounds, 0.86% hits | inhibition, % at 5 µM;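 active = at least 50% inhibition at 5 µM, scaled per plate between neutral and stimulator controls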;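 also: PAF is a Pseudomonas aeruginosa culture filtrate used as stimulus; plate controls were PAF-stimulated DMSO wells for no effect and unstimulated DMSO wells for full effect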
NR2F2 inh = NR2F2 (human) inhibition, primary screen; P24468; inhibition, % at 8.6 µM; 370,000 compounds, 0.7% hits; AID 686940; HEK293T NGFI-A luciferase reporter, luminescence;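 active = inhibition above a per-plate cutoff, mean inhibition of test wells between control levels plus 3 SD, cut at about 38% in these data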;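 also: cells cotransfected with COUP-TFII expression vector driving the NGFI-A reporter; 0% = median of COUP-TF2 test wells and 100% = reporter-only cells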
Target sequence (P24468 whole entry, looked up): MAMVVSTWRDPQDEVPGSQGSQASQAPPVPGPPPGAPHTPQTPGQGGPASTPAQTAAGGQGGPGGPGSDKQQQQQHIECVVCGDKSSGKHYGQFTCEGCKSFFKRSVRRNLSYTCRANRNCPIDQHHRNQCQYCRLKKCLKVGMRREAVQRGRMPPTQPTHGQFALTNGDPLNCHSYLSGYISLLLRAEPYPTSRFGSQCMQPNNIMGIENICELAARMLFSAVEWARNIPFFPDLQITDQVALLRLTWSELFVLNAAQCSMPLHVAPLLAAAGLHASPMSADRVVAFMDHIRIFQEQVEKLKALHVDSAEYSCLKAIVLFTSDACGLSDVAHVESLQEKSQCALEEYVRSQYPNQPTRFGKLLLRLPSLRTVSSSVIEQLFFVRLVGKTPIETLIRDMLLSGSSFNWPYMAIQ
TROY signal inh = TROY signaling inhibition; Q293 LMP1-TROYcd NF-kB luciferase reporter, 4 h; inhibition, % at 10 µM; 360,000 compounds, 0.98% hits;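 active = compounds whose plate-normalised and pattern-corrected inhibition of the luciferase reporter signal at the single screening dose is 50% or more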
KKLEB cytotox = reduces viability of KKLEB cystic fibrosis airway cells; KKLEB CF airway cells viability, ATPlite luminescence, overnight; hits give low values; cells stimulated with P. aeruginosa culture filtrate; activity change (cytotoxicity), % at 5 µM; 360,000 compounds, 0.36% hits; AID 602141;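 active = corrected activity change at or below -50% at 5 µM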
NCOA2 inhibitor = human SRC2 (NCOA2) inhibition; 370,000 compounds, 0.17% hits; inhibition, % at 9 µM; HEK293 GAL4-SRC2 luciferase reporter, luminescence; AID 651957;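 active = inhibition above the mean inhibition of all tested compounds plus 3 SD, set per campaign, cut at about 52% in these data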;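 also: 0% = DMSO treated cells and 100% = cells given Gossypol at 36 µM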
* marks the source's active call; other numbers are inactive results; / = not tested or not shown.

no.	mol	TWEAK Fn14 block	LRH-1 inv ag	C8 TRAIL sens	LMP1 NFkB inh	NCOA3 inh	NCOA1 inh	CF NFkB inh	NR2F2 inh	TROY signal inh	KKLEB cytotox	NCOA2 inhibitor
1	CC1CN(C(=O)c2ccccc2)c2ccccc2NC1=O (stereo not drawn)	-15.3	3.3	-3.9	-0.4	11.3	1.0	-4.3	1.4	-9.5	8.6	13.3
2	COc1ccccc1/C=C/C(=O)N1CCCC1	-8.1	-3.7	-6.0	-1.8	7.6	8.3	15.6	-16.0	-10.9	8.0	18.2
3	FC(F)(F)c1cc(CCN2CCNC[C@@H]2c2ccccc2)cc(C(F)(F)F)c1	19.6	-10.5	-1.6	-18.7	-10.6	-3.1	-10.9	20.2	5.5	1.5	11.8
4	O=C(Nc1cccc(Cl)c1)Nc1nc(-c2ccc(Cl)cc2)cs1	24.9	-16.9	-1.1	9.9	4.9	-13.8	-9.0	-1.4	/	-17.3	5.3
5	CC(NC(=O)CSc1ccccc1C(=O)O)C1CC2CCC1C2 (stereo not drawn)	1.5	8.5	3.4	4.9	3.7	4.1	-11.1	5.9	-1.9	10.1	9.1
6	COc1cccc(OCCOc2c(OC)cccc2OC)c1	-25.9	-9.7	13.2	10.2	-3.0	-8.7	-13.9	6.5	-57.3	-2.6	-3.4
7	O=C(CCN1C(=O)c2ccccc2S1(=O)=O)Nc1ccc2c(c1)OCCO2	13.0	-12.1	1.9	3.6	17.1	5.1	19.6	12.1	-39.3	1.4	-23.1
8	COC(=O)c1cc(C)c(C)cc1NC1OC(CO)C(O)C1O (stereo not drawn)	3.1	19.6	9.7	-6.9	-4.5	-25.2	-28.9	10.9	14.5	11.6	-17.4
9	CCCn1nc(C(=O)Nc2ccc(-n3cnnn3)cc2)c2ccccc2c1=O	-23.7	-3.1	-15.5	0.5	-5.5	3.6	-1.1	-5.2	13.9	-1.6	-33.4
10	S=C1NCc2cncnc2N1	-7.8	-5.9	-0.9	/	13.9	-16.0	2.2	5.5	6.1	1.7	-7.8
11	COc1ccccc1N(CC(O)Cn1nc(C)cc1C)S(=O)(=O)c1ccccc1 (stereo not drawn)	-0.9	4.5	15.1	-3.6	2.5	13.2	-1.2	2.2	-1.6	-12.3	13.3
12	Oc1ccc(N=Nc2ccc(Br)cc2)c(O)c1	-2.3	-66.9	24.6	-1.4	-61.3	-25.4	0.3	-0.6	-39.4	-8.8	-2.6

no.	mol	TWEAK Fn14 block	LRH-1 inv ag	C8 TRAIL sens	LMP1 NFkB inh	NCOA3 inh	NCOA1 inh	CF NFkB inh	NR2F2 inh	TROY signal inh	KKLEB cytotox	NCOA2 inhibitor
13	COc1ccc(CCNC2CCc3ccccc3C2)cc1 (stereo not drawn)	-2.2	1.4	-0.7	-28.8	-17.7	-24.6	-8.7	-9.8	-21.8	-1.2	-21.6
14	Cc1ccc(N(C(=O)c2snc(C(N)=O)c2N)C(C(=O)NCc2ccccc2)c2ccncc2)c(C)c1 (stereo not drawn)	12.9	-19.8	7.4	-8.5	16.6	-3.6	9.1	15.9	1.3	1.9	-0.5
15	Cc1ccc(C(=O)NNC(=O)C2CCN(C(=O)OC(C)(C)C)CC2)cc1	1.0	-6.7	-28.1	3.8	8.4	6.5	-0.7	1.7	9.5	0.6	-8.5
16	O=C(NCCN1CCCCC1)Nc1ccccc1Cl	-4.9	-1.2	-3.8	-7.2	-11.1	-23.9	-6.3	7.6	12.5	4.7	1.8
17	Cc1cccc(NC(=O)CCNC(=O)c2ccco2)c1	30.3	0.7	9.6	-0.5	21.3	16.7	-4.2	12.7	18.1	-12.4	22.8
18	O=C1c2ccccc2C(=O)N1Cc1cccnc1	0.8	-4.0	0.0	-2.0	-0.5	2.5	9.3	1.9	1.2	-20.9	3.0
19	COc1ccc(-n2c(=S)[nH]c3cc(C(=O)Nc4ccc(F)cc4)ccc3c2=O)c(OC)c1	44.4	22.8	5.6	6.1	52.6	38.9	9.8	11.9	11.6	3.0	12.2
20	CCN(c1ccccc1)S(=O)(=O)c1ccc(C(=O)N2CCOCC2)cc1	5.2	12.1	2.1	1.2	16.8	-8.3	-2.7	-13.6	-12.2	-18.4	1.3
21	NC1=NC[C@H](Cc2ccc(O)cc2)N1CCC12CC3CC(CC(C3)C1)C2	0.9	-3.6	8.9	-7.4	-22.3	7.2	-0.2	4.0	4.1	-9.0	20.6
22	O=C(Nc1ccc(C(=O)Nc2ccccc2Cl)cc1)c1cccnc1	-28.9	-3.0	0.7	-9.0	-46.2	-35.6	-24.6	-13.1	-13.3	7.5	12.5
23	CCc1noc(C)c1C(=O)OCC(=O)NCCc1ccc(OC)cc1	9.1	-4.0	6.2	-0.9	-17.5	5.7	8.0	-3.7	5.7	-6.3	-14.7
24	O=C1C(=O)N(Cc2cccc([N+](=O)[O-])c2)c2ccccc21	6.1	3.3	-11.8	-1.3	5.4	3.6	21.8	-1.9	-16.6	-12.7	12.5

no.	mol	TWEAK Fn14 block	LRH-1 inv ag	C8 TRAIL sens	LMP1 NFkB inh	NCOA3 inh	NCOA1 inh	CF NFkB inh	NR2F2 inh	TROY signal inh	KKLEB cytotox	NCOA2 inhibitor
25	Cc1ccc([C@H]2C[C@@H](O)[C@H](n3cc(-c4ccc(F)cc4)nn3)CN2C(=O)C2CCCCC2)cc1	11.5	-3.0	17.7	8.4	3.8	9.1	-25.8	-6.7	6.1	10.5	-23.5
26	Cc1onc(-c2c(F)cccc2Cl)c1C(=O)Nc1nnc(C(F)(F)F)s1	30.3	8.5	6.7	15.9	25.5	1.3	33.4	20.0	41.2	12.7	-1.5
27	Cc1ccc(C)c(NC(=S)N(Cc2ccc(Cl)cc2)Cc2ccc(C(=O)O)cc2)c1	7.6	22.9	-0.1	0.4	4.3	12.6	5.3	13.6	-6.4	3.7	-7.9
28	O=c1c([N+](=O)[O-])cn(Cc2ccccc2)c(=O)n1Cc1ccccc1	5.6	22.0	18.5	67.5*	-7.7	11.7	-24.5	28.2	-16.2	19.2	-24.1
29	COc1ccccc1CNC(=O)C1CCCN(S(=O)(=O)c2c(C)[nH]c(=O)[nH]c2=O)C1 (stereo not drawn)	-4.4	-7.5	-6.4	2.8	-9.1	-9.4	-1.3	8.7	1.6	-1.7	-4.1
30	CSCCC1NC(=O)N(CC(=O)Nc2ccc3c(c2)OCCO3)C1=O (stereo not drawn)	15.0	4.0	-18.1	9.8	-5.5	5.2	-0.8	2.5	-5.7	7.1	5.0
31	O=C1CN(S(=O)(=O)c2ccccc2)CCN1	36.3	1.5	-1.4	-1.8	9.1	5.3	-0.9	0.3	-11.5	3.4	-4.4
32	CCOC(=O)c1c(C)[nH]c(C(=O)COC(=O)c2ccc(F)c(S(=O)(=O)N3CCOCC3)c2)c1C	-9.5	-3.2	12.0	4.8	-1.9	6.7	3.4	3.7	8.3	-11.2	-45.7
33	CC1CCC(=C(C#N)C(=O)Nc2cccc(Cl)c2)CC1 (stereo not drawn)	12.9	25.4	2.7	13.4	20.0	-19.9	4.3	8.2	-35.4	-7.8	-6.2
34	O=C(NCc1ccncc1)C1CCN(C(=O)c2cccc(Cl)c2)CC1	-19.0	-0.2	-2.3	-3.9	11.6	2.3	-19.5	-1.1	11.7	2.5	-10.2
35	Nc1ccccc1Nc1cc(-c2cccc(Cl)c2)nn1-c1ccccc1	-16.8	16.5	-2.7	-7.6	-10.2	-8.2	-17.6	-25.1	-41.6	14.5	-5.5
36	Cc1occc1C(=O)NNC(=O)CN1C(=O)NC(C)(c2ccccc2)C1=O (stereo not drawn)	4.9	13.7	5.2	-2.0	-3.8	-15.7	14.3	-18.0	-8.9	-10.1	-8.0

no.	mol	TWEAK Fn14 block	LRH-1 inv ag	C8 TRAIL sens	LMP1 NFkB inh	NCOA3 inh	NCOA1 inh	CF NFkB inh	NR2F2 inh	TROY signal inh	KKLEB cytotox	NCOA2 inhibitor
37	Cc1cc(/C=C/C(=O)O)c(C)n1-c1ccc(Cl)cc1	-4.1	-9.2	-6.1	-10.5	9.9	-2.9	-10.6	-9.9	6.5	-5.7	7.3
38	CCCN(CC1CCCO1)C(=O)CCc1nnc(CCc2ccc(OC)cc2)o1 (stereo not drawn)	-16.7	-6.9	15.4	-2.3	-12.8	7.5	-2.4	15.8	-26.2	4.7	-10.0
39	COc1ccc(C2=NN(CC(=O)NCC(OC)OC)C(=O)CC2)cc1	9.2	6.6	6.9	6.0	5.6	18.6	-0.2	16.4	0.1	4.9	14.5
40	CC1(C(=O)Nc2ccc3c(c2)OCO3)CCN1C(=O)Cc1cccs1 (stereo not drawn)	-3.6	-13.2	4.1	/	-45.7	-20.2	-1.3	-22.5	-37.9	4.4	-27.5
41	CC(C)CC(=O)Nc1ccc(-c2nc3ccccc3c(=O)o2)cc1	-1.2	-11.4	25.9	2.2	17.7	0.5	-4.5	-2.2	3.3	4.7	-2.7
42	O=C(Nc1nccs1)C1CC(=O)N(c2ccc(F)cc2)C1 (stereo not drawn)	32.4	6.0	-0.1	-7.0	-28.1	5.2	-2.8	-4.5	3.8	1.9	7.2
43	O=c1[nH]cc(C(F)(F)F)cc1NS(=O)(=O)c1ccccc1[N+](=O)[O-]	12.4	-7.6	0.1	-1.8	14.4	6.1	6.8	-5.2	16.8	-2.4	-1.4
44	NS(=O)(=O)c1ccc(N2N=C(c3ccc(Br)cc3)CC2c2ccc(F)cc2)cc1 (stereo not drawn)	48.4	-4.2	-1.8	5.5	-2.1	6.8	1.6	17.3	20.6	-0.7	9.5
45	Cc1cccn2c(=O)c3cc(C(=O)NC4CCCC4)c(=N)n(C4CCCC4)c3nc12	-25.4	11.4	0.0	-6.2	11.2	-1.6	2.4	2.5	-38.2	-13.9	1.6
46	COc1nccnc1NS(=O)(=O)c1ccc(NC(=S)NC(=O)c2ccc(F)cc2)cc1	11.8	20.1	-7.7	-1.3	7.2	-2.0	-0.2	-8.6	-5.1	0.3	-2.7
47	COc1cc2c(cc1OC)CN(C(=O)CN1C(=O)NC3(CCC(C)CC3)C1=O)CC2 (stereo not drawn)	-0.7	47.7	-5.2	-1.2	-1.1	-20.1	6.2	3.8	9.2	8.7	10.2
